Source: PubChem BioAssay
Statin myotox sup = suppressors of simvastatin-induced myotoxicity in C2C12 myotubes; hit rate 0.78% among 330,000; AID 602340; ATP luminescence, 48 h; scaled: DMSO 0, geranylgeraniol control 100; rescue of ATP level, % at 7.49 µM;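 active = mean ATP rescue above about 67%, or every replicate alone reaching that limit, limit read from the data, passing the limit was not always enough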;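 also: myotubes were challenged with 10 µM simvastatin during compound exposure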
Cneo AK release = Cryptococcus neoformans lysis via adenylate kinase release; hit rate 0.2% among 360,000; AID 651654; C. neoformans lysis, adenylate kinase release luminescence, 4 h; normalised: neutral wells 0, clomiphene wells 100; lysis activity, % at 15 µM;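 active = mean lysis activity across replicates of at least 80%, whatever share of replicates individually reach that level; inactive = mean lysis activity below 80%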
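read-out = cell lysis signal | test system = log-phase Cryptococcus neoformans yeast cells | input = cells at 5 × 10^6 per mL | medium = fresh YPD growth medium | signal = luminescent adenylate kinase detection reagent | timing = 4 h at 37 °C static, read 1 h later | dosing = single dose | controls = Clomiphene as positive lysis control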
PglD inh = PglD (C. jejuni) enzyme inhibition | purified PglD enzyme, DTNB colorimetric CoA detection | inhibition, % at 12.5 µM | hit rate 0.098% among 360,000; in the data active = inhibition above about 16%, passing the limit was not always enough; also: strong numbers were not always called active
LGR2 antag = blocks bursicon-induced cAMP signaling via Drosophila LGR2; HEK293 LGR2, CRE-luciferase, bursicon-stimulated, 4 h; AID 720647; hit rate 0.35% among 380,000; inhibition, % at 9.99 µM;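 active = drop in luminescence signal, shown as inhibition above about 50% in the replicate tests, limit read from the data, passing the limit was not always enough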;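 also: agonist challenge used bursicon conditioned medium at about half maximal strength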
PGC1a acetyl inh = PGC1a acetylation modulation, inhibitor mode. U2OS PGC1a acetylation, AlphaScreen anti-acetyl-lysine; with virally co-expressed GCN5 acetyltransferase. inhibition, % at 15.6 µM. hit rate 0.17% among 350,000. AID 651687;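 active = every replicate shows inhibition of at least 40%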;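 also: 0% = neutral control wells and 100% = positive control wells; some results beyond the cut were filed as inactive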
ARNT TACC3 PPI = disruptors of human ARNT/TACC3 interaction. Q9Y6A5. AlphaScreen His-ARNT PAS-B/GST-TACC3 binding, luminescence; TACC3 fragment carries E629A point mutation. inhibition, % at 9.99 µM. hit rate 0.66% among 390,000;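 active = mean inhibition of replicates at least 50% and at least half of replicates each reaching 50%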;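 also: 0% = complete ARNT plus TACC3 wells and 100% = ARNT alone without TACC3; many hits fall short of the cut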
PAX8 inh HTS = lowers PAX8-driven luciferase in RMG-I cells; RMG-I TPO-luciferase reporter, SteadyGlo, 24 h; inhibition, % at 12.6 µM; hit rate 1.2% among 360,000; AID 652154;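 active = mean replicate inhibition at least 60% with every replicate also reaching 60%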;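 also: luciferase light reporting Pax8 driven TPO promoter activity; plate controls were median of neutral control wells for no effect and mitoxantrone controls for full effect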
GSIS activator = GLuc luminescence reporter in INS-1E cells, primary screen for activators of glucose-dependent secretion of insulin; INS-1E GLuc reporter insulin secretion, 2-3 h; activation, % at 16.6 µM; hit rate 0.61% among 370,000;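 active = lowest replicate activation of at least 40%, so every replicate reaches that level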;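 also: 0% = median of neutral control wells and 100% = median of IBMX positive control wells; some compounds called inactive have numbers as strong as hits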
Active calls of the source: *; · = not tested or not shown. Rows were taken by chance; about 2.9% have a hit in one of these screens.

SMILES	Statin myotox sup	Cneo AK release	PglD inh	LGR2 antag	PGC1a acetyl inh	ARNT TACC3 PPI	PAX8 inh HTS	GSIS activator
COc1ccc(C(=O)CN2C(=O)c3ccccc3C2=O)cc1	0	-1	0	3	6	·	3	-1
CCN(CC)CC(O)c1cccn1-c1ccc(CNC(=O)NC(C)C)cc1 (configuration not stated)	·	·	·	10	·	-4	18	-5
CC(=O)Nc1cccc(NC(=O)Cc2nc(-c3ccccc3)sc2-c2ccc(C)cc2)c1	·	·	·	-18	·	5	-2	6
CC(C)CN(CC(C)C)S(=O)(=O)N1CCC(C(=O)NCc2cccs2)CC1	4	-7	-1	3	-23	10	·	8
CCNC(=O)C[C@@H]1CC[C@@H]2[C@H](COc3ccc(NC(=O)c4cccc(C(F)(F)F)c4)cc3C(=O)N2C)O1	0	0	0	10	-1	-1	-35	1
CNS(=O)(=O)c1cccc(C(=O)OCC(=O)c2cc3ccccc3o2)c1	·	·	·	-2	-2	-4	7	3
N#CC1(NC(=O)CSc2nnc(COc3ccccc3F)n2N)CCCCC1	·	·	·	3	12	-1	-6	7
CC(C)c1ccc(NC(=O)NC2(C(=O)NCc3cccnc3)CCCCC2)cc1	-32	-1	-6	3	·	0	15	12
Nc1ccc2c(c1)C(=O)c1cc(N)c(Cl)cc1-2	17	-4	-1	-24	6	4	21	·
O=C(CCNC(=O)c1ccc([N+](=O)[O-])cc1)NCCc1ccccc1	24	7	-4	2	-3	1	-15	0
CN(C)CCCNC(=O)C[C@@H]1C=C[C@@H](NC(=O)c2ccccc2F)[C@H](CO)O1	6	9	4	17	2	20	-8	-5
COc1ccccc1-c1cccc2nccn12	1	1	3	2	·	·	-12	0
CCC1(C)N=c2c(c(=O)n(C)c(=O)n2C)=NO1 (configuration not stated)	-4	6	4	2	4	-4	·	5
CCC(=O)Nc1nc2nc(-c3ccccc3)cc(-c3ccccc3)n2n1	12	-1	-1	·	-8	0	·	·
CN(C)C(=O)c1ccc(NC(=O)c2sccc2-c2ccccc2)cc1	-4	-3	2	-6	3	-1	6	10
CCCN(CCC)CCCn1c(=O)[nH]c2ccccc21	11	2	2	-2	-2	-13	26	-9
O=C(NCCc1ccncc1)[C@@H]1[C@@H](CO)[C@@H]2Cn3c(ccc(-c4ccccc4)c3=O)[C@H]1N2	7	-2	-4	-5	·	0	·	9
C[C@H]1CCCCO[C@H](CN(C)C(=O)Cc2ccccc2)[C@@H](C)CN([C@@H](C)CO)C(=O)c2cc(NC(=O)CCC(F)(F)F)ccc2O1	-13	1	0	-7	0	-4	-16	-21
C[C@H](CO)N1C[C@H](C)[C@H](CN(C)Cc2ccccc2)Oc2c(NS(=O)(=O)c3ccc(F)cc3)cccc2C1=O	6	54	-48	13	2	-4	1	-10
O=C(NCCCN1CCOCC1)C1(c2ccccc2)CCCC1	-3	-1	-4	·	-6	3	·	·
COc1ccc(C)cc1NC(=O)c1ccc(CN2CCN(c3ccccc3)CC2)cc1	·	·	·	0	·	-2	-13	-16
O=S(=O)(Nc1ccncc1Cl)c1ccc2ccccc2c1	7	5	1	0	5	-1	9	24
COc1ccc(S(=O)(=O)N2CCOCC2)cc1NC(=O)CSc1nnc(NC2CC2)s1	18	-2	4	2	-15	-2	-2	·
COc1ccc(NC(=O)Nc2ccc3c(c2)[C@@H]2C[C@@H](CC(=O)NCCc4ccccc4)O[C@H](CO)[C@@H]2O3)cc1	-3	48	1	0	-3	-3	9	-12
COc1ccc(NC(=O)Nc2cccc3c2O[C@H](CN(C)C(=O)Nc2ccc4c(c2)OCO4)[C@@H](C)CN([C@@H](C)CO)C3=O)cc1	-46	-5	-1	-29	-8	-7	·	4
CCc1ccc(NC(=S)N2CCC(NC(=O)c3ccccc3)CC2)cc1	1	0	2	0	·	1	-2	-6
O=C(COC(=O)C1CC(=O)N(Cc2ccco2)C1)Nc1ccccc1[N+](=O)[O-] (configuration not stated)	-46	1	1	-4	2	-20	-5	-5
Cc1c(NC(=O)CSc2nc3ccccc3n2C)c(=O)n(-c2ccccc2)n1C	7	-7	-4	·	2	7	·	·
COc1cc(S(=O)(=O)N2CCN=C2c2ccccc2)ccc1F	0	-2	-4	·	-12	-5	·	·
Cc1ccc(-c2nc(-c3ccncc3)no2)c(C)c1	-3	-3	-4	-33	7	1	-146	13
N#Cc1c(NC(=O)CSCC(=O)O)sc2c1CCCC2	9	17	-1	·	·	-5	·	·
CCOC(=O)C1=C(C)N(CCCC(=O)O)C(=O)NC1c1ccccc1OS(=O)(=O)c1ccc(C)cc1 (configuration not stated)	-11	-3	0	·	10	0	·	·
C[C@H]1CN([C@@H](C)CO)C(=O)c2cccc(NC(=O)NC3CCCCC3)c2O[C@@H]1CN(C)Cc1ccc(Cl)c(Cl)c1	·	1	-1	-1	-4	0	·	-29
O=C(Nc1ccccc1)Nc1nnc([C@@H]2C[C@H](O)[C@@H](CO)O2)s1	-10	2	-1	-5	·	·	-38	5
CC(C)C(=O)NNC(=O)c1c(O)c2ccccc2[nH]c1=O	0	-2	1	9	-1	-4	-5	2
O=[N+]([O-])c1ccc(N2CCN(C(=S)NCc3ccc(Cl)cc3)CC2)cc1	·	·	·	17	-81	19	10	·
O=C(NCc1ccco1)c1cccnc1-c1nc2ccccc2s1	-7	·	0	-18	-2	6	14	-32
O=C(NCCCN1CCCCCC1)c1ccc(N2CCCC2=O)cc1	12	3	-6	·	12	1	·	·
COC(=O)C1CCN(C(=O)CSc2ccccc2)CC1	·	·	·	-12	·	23	3	14
COc1ccc(C(=O)N2CCC(C(=O)N3CCN(c4ccccc4)CC3)CC2)cc1	3	-1	-1	13	·	-7	12	-2
O=c1c(-c2nc3ccccc3s2)cccn1Cc1ccc(Cl)cc1	13	0	2	·	-13	-27	-73	·
CCn1c(SCC(=O)c2ccccc2)nc2ccccc2c1=O	·	4	0	-6	·	4	11	-3
O=C(c1ccccc1)C1OC1C(=O)c1ccccc1 (configuration not stated)	1	-2	1	7	-77	7	72*	-8
COc1ccccc1NC(=O)c1oc2ccccc2c1C	9	-3	4	-27	·	·	-35	-20
C[C@@H]1CN([C@@H](C)CO)C(=O)c2cc(C3=CCCCC3)cnc2O[C@H]1CN(C)C(=O)C1CCOCC1	26	0	2	-6	3	-4	-5	5

Taken from above:
Under LGR2 antag, `COC(=O)C1CCN(C(=O)CSc2ccccc2)CC1` reads -12
Under PglD inh, `N#Cc1c(NC(=O)CSCC(=O)O)sc2c1CCCC2` reads -1
Under PAX8 inh HTS, `COc1ccccc1NC(=O)c1oc2ccccc2c1C` reads -35
Under GSIS activator, `CC(C)C(=O)NNC(=O)c1c(O)c2ccccc2[nH]c1=O` reads 2

Exported as comma-separated lines: part of the list above.
Structure,Statin myotox sup,Cneo AK release,PglD inh,LGR2 antag,PGC1a acetyl inh,ARNT TACC3 PPI,PAX8 inh HTS,GSIS activator
COc1ccc(C(=O)N2CCC(C(=O)N3CCN(c4ccccc4)CC3)CC2)cc1,3,-1,-1,13,·,-7,12,-2
O=[N+]([O-])c1ccc(N2CCN(C(=S)NCc3ccc(Cl)cc3)CC2)cc1,·,·,·,17,-81,19,10,·
COC(=O)C1CCN(C(=O)CSc2ccccc2)CC1,·,·,·,-12,·,23,3,14
O=c1c(-c2nc3ccccc3s2)cccn1Cc1ccc(Cl)cc1,13,0,2,·,-13,-27,-73,·

Next part:
SMILES	Statin myotox sup	Cneo AK release	PglD inh	LGR2 antag	PGC1a acetyl inh	ARNT TACC3 PPI	PAX8 inh HTS	GSIS activator
O=C(Nc1nnc(CC(c2ccccc2)c2ccccc2)s1)c1ccco1	6	1	-2	·	-8	-11	17	·
O=C(CSCC(=O)N1CCOCC1)Nc1ccccc1	22	-1	2	·	4	-5	·	·
NC(=S)NN=C1c2ccccc2-c2cc(Br)ccc21	-3	6	-2	-10	-7	6	2	9
CCOc1ccccc1/C=N/n1nnnc1N	-3	0	-4	-12	·	16	-8	-9
Cc1nc(SCC(=O)NCC2CCCO2)nc(C)c1C (configuration not stated)	-9	0	-2	6	4	3	-11	-8
O=S(=O)(c1cccs1)N1CCN(Cc2cccc(F)c2)CC1	0	-1	-5	-10	·	-2	·	10
O=C(O)Cc1ccc(C(=O)c2ccc(Cl)cc2Cl)s1	12	1	-8	-6	11	·	-6	-4
Cc1ccc(CNC(=O)CCS(=O)(=O)c2cc3c(cc2C)NC(=O)CO3)cc1	-7	2	8	·	-20	14	2	·
CCC(=O)Nc1ccc(NC(=O)CSc2nc3c(c(=O)n(C)c(=O)n3C)n2CC)cc1	21	0	-7	6	11	0	1	24
CC(C)NC(=O)N(C)C[C@@H]1Oc2ncc(C#CCC3CCCC3)cc2C(=O)N([C@H](C)CO)C[C@H]1C	10	4	8	5	-21	-31	·	-8
COc1ccc(N2CCN(C(=O)COC(=O)CSc3ccccc3)CC2)cc1	0	-4	5	-13	1	-7	-4	7
CC(C)(C)NNC(=S)Nc1cccc(F)c1	-14	2	-4	14	-3	-5	12	-8
Cc1oc(-c2cccc(F)c2)nc1CN1CCCN(C(=O)c2ccco2)CC1	7	2	-4	-8	4	5	17	16
Cc1ccc(NC(=S)Nn2cnnc2)c(C)c1	3	-1	3	0	·	9	9	-7
CCOc1cc(N2CCOCC2)c(OCC)cc1NC(=O)c1cc(S(=O)(=O)N2CCOCC2)ccc1Cl	-7	-1	-2	-8	-4	0	3	4
OC[C@H]1NC[C@@H](O)[C@@H]1O	0	-3	2	1	1	-4	14	·
CCCCn1c(N)c(N(CC(C)C)C(=O)C2CCN(S(=O)(=O)c3ccc(F)cc3)CC2)c(=O)[nH]c1=O	-2	11	-3	0	·	-1	1	-4
CC(=O)N1CCN(C(=O)CN2C(=O)NC(C)(c3ccc4ccccc4c3)C2=O)CC1 (configuration not stated)	-2	-1	3	-6	-1	-1	3	-2
O=C(NN=Cc1ccccc1)c1ccccc1	3	-3	0	11	5	-2	-141	2
Cc1ccc(CC(=O)NCC2CCCCC2)cc1	-7	-2	9	·	·	-10	·	·
CN1CCN(C(=O)C[C@@H]2CC[C@@H]3[C@H](COC[C@H](O)CN3CC3CCOCC3)O2)CC1	14	1	2	4	2	2	-12	12

Part of the list above, field by field.
CCCCn1c(N)c(N(CC(C)C)C(=O)C2CCN(S(=O)(=O)c3ccc(F)cc3)CC2)c(=O)[nH]c1=O
  Statin myotox sup = -2; Cneo AK release = 11; PglD inh = -3; LGR2 antag = 0; PGC1a acetyl inh = ·; ARNT TACC3 PPI = -1; PAX8 inh HTS = 1; GSIS activator = -4
CN1CCN(C(=O)C[C@@H]2CC[C@@H]3[C@H](COC[C@H](O)CN3CC3CCOCC3)O2)CC1
  Statin myotox sup = 14; Cneo AK release = 1; PglD inh = 2; LGR2 antag = 4; PGC1a acetyl inh = 2; ARNT TACC3 PPI = 2; PAX8 inh HTS = -12; GSIS activator = 12

Part of the list above in order of molar mass, rising.
SMILES	Statin myotox sup	Cneo AK release	PglD inh	LGR2 antag	PGC1a acetyl inh	ARNT TACC3 PPI	PAX8 inh HTS	GSIS activator
CC(=O)N1CCN(C(=O)CN2C(=O)NC(C)(c3ccc4ccccc4c3)C2=O)CC1 (configuration not stated)	-2	-1	3	-6	-1	-1	3	-2
CN1CCN(C(=O)C[C@@H]2CC[C@@H]3[C@H](COC[C@H](O)CN3CC3CCOCC3)O2)CC1	14	1	2	4	2	2	-12	12
CCCCn1c(N)c(N(CC(C)C)C(=O)C2CCN(S(=O)(=O)c3ccc(F)cc3)CC2)c(=O)[nH]c1=O	-2	11	-3	0	·	-1	1	-4
